GPR35 antagonists – GPR35 antagonists blocking zaprinast-driven arrestin recruitment, primary screen, imaging, U2OS, beta-arrestin-GFP, zaprinast agonist (AID 2058). U2OS GPR35 beta-arrestin-GFP translocation imaging, zaprinast antagonism; higher % means a stronger effect. inhibition, % at 10 µM; hits with a dose series show IC50 in µM. 290,000 tested, 0.052% active;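 active = inhibition of at least 50% with at least 30 cells and total cytoplasm GFP at most 10,000,000; inconclusive = under 30 cells or total GFP of 10,000,000 plus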
KOR beta-arrestin-1 – KOR agonists, beta-arrestin recruitment, primary screen, cell-based, luminescence, uHTS (AID 1777) | KOR beta-arrestin recruitment, luminescence; higher % means a stronger effect | activation, % at 10 µM, or EC50 in µM where a hit was titrated | 280,000 tested, 0.02% active; in the data active = activation above about 50%, passing the limit was not always enough; note: a part of the inactive calls stands beside numbers as strong as those of hits
HIV peptide binding – inhibitors of HIV fusion peptide binding, primary screen, biochemical, uHTS, fluorescence dequenching (AID 1986); cell-free peptide binding, fluorescence dequenching, 30 min; higher % means a stronger effect; one-dose inhibition, % at 20 µM; IC50 in µM for titrated hits; 290,000 tested, 0.3% active; in the data active = inhibition mostly above about 52%, no sharp cut-off; inactive = mostly below about 76%; note: some results filed as inactive read as strong as hits
GPR55 LPI antagonism – inhibition of LPI-stimulated GPR55 beta-arrestin translocation – imaging, U2OS, beta-arrestin-GFP, LPI agonist, primary screen (AID 2013); U2OS GPR55 beta-arrestin-GFP translocation imaging, LPI antagonism; higher % means a stronger effect; inhibition, % at 10 µM; hits with a dose series show IC50 in µM; 290,000 tested, 0.13% active;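 active = spots per cell inhibited over 60%, with over 100 cells counted and total cytoplasm intensity under 500,000; inconclusive = wells with under 100 cells, flagged as likely toxic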;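 note: U2OS cells stably carrying GPR55 and arrestin-GFP stimulated by 5 µM LPI near EC80; imaged beta-arrestin-GFP aggregate spots per cell after agonist stimulation; plate controls were LPI-stimulated DMSO wells for no effect and DMSO wells without LPI for full effect; some results filed as inactive read as strong as hits; confirmed hits need IC50 under 10 µM and bright autofluorescent wells are also inconclusive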
GPR55 beta-arrestin – selective activators of receptor GPR55 – imaging, U2OS cells, beta-arrestin-GFP redistribution, primary screen (AID 1961); U2OS GPR55 beta-arrestin-GFP redistribution imaging; higher % means a stronger effect; activation, % at 10 µM; hits with a dose series show EC50 in µM; 290,000 tested, 0.048% active;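 active = activation above 40% with more than 50 cells counted in the well; inconclusive = wells holding fewer than 50 cells, flagged as toxic or sparse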;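 note: U2OS osteosarcoma cells stably expressing GPR55 and beta-arrestin-GFP; plate controls were DMSO negative control for no effect and LPI positive control for full effect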
KOR beta-arrestin-2 – kappa opioid receptor blockers – cell-based, luminescence, uHTS (AID 1778); one-dose inhibition, % at 10 µM; IC50 in µM for titrated hits; 290,000 tested, 0.091% active; KOR beta-arrestin recruitment, luminescence, antagonist mode; higher % means a stronger effect; note: strong numbers were not always called active
NOD1 inhibition – NOD1 signaling inhibitors, primary screen, cell-based, luminescence, uHTS (AID 1578) | NOD1-driven NF-kB luciferase reporter cells, luminescence; higher % means a stronger effect | 290,000 tested, 1% active | inhibition, % at 4 µM; hits with a dose series show EC50 in µM; in the data active = inhibition mostly above about 36%, no sharp cut-off; inactive = mostly below about 34%;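 note: HEK-293T reporter cells stimulated with the NOD1 agonist gamma-tri-DAP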
Myeloid diff 2 – compounds promoting myeloid differentiation; calls only at 10 µM; AID 624256; 360,000 tested, 1% active; ER-HoxA9 myeloid progenitors, lysozyme-GFP differentiation, flow cytometry;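 active = normalized GFP-positive differentiation at or above the plate's own cutoff, the solvent-only control mean plus 3 SD; inconclusive = no clear call, values can overlap the other calls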;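 note: cells exposed to compound for four days before flow analysis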
NOD2 inhibition – NOD2 signaling inhibitors, cell-based, luminescence, uHTS, HEK293 (AID 1566) | 290,000 tested, 0.63% active | HEK293 NOD2/NF-kB luciferase reporter, luminescence; higher % means a stronger effect | one-dose inhibition, % at 4 µM; EC50 in µM for titrated hits; note: many of its hits are not listed in these tables
Myeloid diff 2 GFP+ MAC1+ % – second read-out of Myeloid diff 2, no call of its own (marks repeat the call); GFP+ MAC1+ double positive, %; measured here: differentiation confirmed by MAC1 staining
Numbers without * were called inactive; i = inactive; ? = inconclusive; . = no result given; [ ] = remark or other dose. Cut-off read from the data, not from the text of the source, unless noted: active = inhibition above about 50%; inactive = the rest.

SMILES	GPR35 antagonists	KOR beta-arrestin-1	HIV peptide binding	GPR55 LPI antagonism	GPR55 beta-arrestin	KOR beta-arrestin-2	NOD1 inhibition	Myeloid diff 2	Myeloid diff 2 GFP+ MAC1+ %	NOD2 inhibition
O=C(O)c1ccc(Cl)c(S(=O)(=O)Nc2ccc3[nH]c(=O)[nH]c3c2)c1	-2%	6.6%	2.3%	2%	-0.1%	13%	2%	i	0.5	-9%
Cc1cccc(NC(=O)CN2CCCCCC2)c1	14%	3.2%	-1.2%	7%	-0.2%	8%	-23%	i	0.6	1%
O=C(Nc1nc2ccccc2s1)c1ccc2c(c1)S(=O)(=O)c1ccccc1C2=O	10%	-4.9%	-0.1%	5%	0.4%	-15%	-31%	.	.	17%
Cc1ccc(CS(=O)(=O)c2ccccc2-c2nnc(-c3ccc(Cl)cc3)o2)cc1	-11%	2.1%	4.4%	3%	1.0%	-20%	-7%	i	0.4	22%
O=C(Nc1cccn(Cc2ccccc2)c1=O)NC1CCCCC1	-4%	-0.3%	0.9%	13%	0.2%	26%	40%	i	0.7	8%
CC(C)(C)C1CCCCC1NC(=O)c1ccncc1 (centres undefined)	11%	1.8%	-0.3%	-1%	-0.3%	-16%	-22%	.	.	0%
COc1cc(/C=N/OCC(=O)NC2CCCCC2C)ccc1OCc1ccc(Cl)cc1 (centres undefined)	-14%	-1.6%	-0.2%	-4%	-0.1%	11%	-26%	i	3.4	-44%
O=C(CSc1ncn[nH]1)N1CCN(c2nnc(-c3ccccc3)c3ccccc23)CC1	-4%	-1.8%	-0.5%	20%	0.1%	-22%	-17%	i	1.9	15%
COc1ccc(CNS(=O)(=O)c2ccc3c(c2)N(C)CCO3)cc1	-6%	1.3%	1.2%	10%	-0.2%	-3%	2%	i	8.3	32%
O=Cc1coc2ccc3ccccc3c2c1=O	-3%	0.9%	1.4%	3%	0.7%	-42%[20 µM]	41%	.	.	13%
Cc1ccc(Cl)cc1-n1c(SCC(=O)NCCC2=CCCCC2)nc2n[nH]c(C)c2c1=N	-8%	5.3%	0.2%	-3%	0.2%	-28%	2%	?	.	3%
CC(=O)c1sc(NC(=O)C(C)(C)C)nc1C	-10%	-6.4%	-1.7%	-8%	0.4%	-9%	-26%	i	0.6	7%
CCOC(=O)c1cc2c(=O)n3cc(C)ccc3nc2n(Cc2cccnc2)c1=N	10%	-2.5%	-1.4%	4%	-0.2%	20%	23%	.	.	28%
O=C(NC1CCCCC1)c1cc(S(=O)(=O)N2CCOCC2)c(Cl)cc1Cl	-2%	2.5%	-0.3%	-2%	-0.2%	-31%	-8%	i	0.8	5%
Cn1cnc(S(=O)(=O)NC2CCN(Cc3ccccc3)CC2)c1	-6%	1.0%	-1.1%	7%	0.1%	-21%	-2%	i	0.9	4%
CCOCCCNCC(=O)Nc1ccc(S(=O)(=O)NC(C)CC)cc1 (centres undefined)	-8%	-5.0%	0.6%	-9%	0.2%	21%	-32%	i	0.2	7%
c1ccc2c(-c3cn4ccccc4n3)c[nH]c2c1	6%	-0.1%	5.3%	10%	-0.3%	-19%	-28%	.	.	-37%
O=C(COc1ccccc1Br)c1ccc(O)cc1O	-2%	-3.2%	-10%	14%	-0.1%	19%	-7%	i	1.6	-19%
Cn1c(=O)c2c(c3ccccc31)OC(C)(C)CC2	12%	-1.4%	-2.4%	7%	-0.2%	20%	-28%	i	0.8	-10%
CCc1nc2ccccc2nc1N1CCN(S(=O)(=O)c2c(C)cc(Cl)cc2C)CC1	5%	4.1%	-2.4%	13%	-0.3%	7%	-3%	i	0.3	5%
CCn1c(C)nnc1SCC(=O)NC1CCCC1	-8%	-3.3%	0.9%	0%	0.3%	-7%	-38%	i	0.4	-11%
COc1cc(NS(=O)(=O)c2ccc(NC(=O)CN3C(=O)c4ccccc4C3=O)cc2)nc(OC)n1	19%	-4.5%	3.9%	14%	0.5%	6%	-11%	i	0.3	15%
CCc1nnc(NC(=O)c2ccc(S(=O)(=O)N3CCCC(C)C3)cc2)s1 (centres undefined)	6%	-0.4%	1.2%	10%	0.0%	-16%	-69%	i	0.9	26%
COc1ccc(C(=O)c2cc3c(cc2[N+](=O)[O-])OCCO3)cc1	1%	6.5%	-0.2%	0%	0.3%	7%	5%	?	.	-11%
Cc1cc(C(=O)N/N=C/c2ccc(OC(=O)c3ccccc3Br)cc2)n[nH]1	3%	0.7%	0.7%	-5%	-0.1%	-18%[20 µM]	-27%	i	0.5	3%
O=C(O)C(=O)/C(=C\c1ccc([N+](=O)[O-])cc1)c1ccc2ccccc2n1	9%	-2.7%	14%	-6%	-0.2%	-9%	-47%	i	0.1	-114%
O=S(=O)(Nc1cccc2c1ccc1cccn12)c1cccs1	12%	-0.7%	43%	6%	0.0%	19%	-2%	i	0.5	-17%
Cc1cc(C(F)(F)F)nc(SCCN2CCOCC2)c1C#N	-1%	.	6.9%	7%	-0.1%	-5%[20 µM]	-15%	i	0.5	6%
COc1ccccc1-n1nc(C(=O)NCc2ccco2)c2ccccc2c1=O	21%	-0.9%	-1.5%	-1%	-0.1%	-34%	-15%	i	0.7	11%
CC1CN(CCS(=O)(=O)c2cc(Cl)ccc2Cl)CC(C)O1 (centres undefined)	11%	1.2%	1.4%	-1%	-0.1%	10%	-18%	i	1.3	2%
CC(=O)Nc1sc(NC(=O)c2ccc(C)cc2)nc1-c1cccs1	-5%	-1.2%	3.8%	9%	-0.3%	-6%	-26%	i	1.4	2%
COc1cccc(OC)c1CNC(=O)CCSCc1ccccc1F	-3%	-1.4%	2.3%	14%	-0.3%	18%	-7%	i	1.4	2%
Cc1cc(NC(=O)CSc2nc(Cc3ccccc3)c(C)[nH]2)no1	16%	-4.0%	-1.7%	4%	-0.2%	-16%	-16%	i	0.4	16%
CCOc1ccc(NC2OCC(O)C(O)C2O)c([N+](=O)[O-])c1 (centres undefined)	12%	.	0.6%	4%	-0.1%	-6%[20 µM]	-26%	i	0.4	1%
CC(C)[C@H](NC(=O)c1ccccc1F)C(=O)NCCc1ccccc1	3%	-7.5%	-1.4%	-1%	-0.3%	-4%	7%	i	2.9	-16%
Nc1nc(SCC(=O)Nc2cccc(S(=O)(=O)N3CCCCCC3)c2)n[nH]1	7%	-2.2%	-1.1%	5%	-0.1%	5%	-17%	.	.	-19%
O=C(OCCN(CCOC(=O)c1ccncc1)S(=O)(=O)c1cccs1)c1ccncc1	1%	3.1%	-0.4%	1%	-0.2%	-22%	8%	i	0.8	12%
O=C(Nc1c2c(nn1-c1ccccc1)CS(=O)(=O)C2)c1ccco1	10%	0.6%	-1.0%	5%	0.0%	18%	-18%	i	0.4	10%
Nc1c(C(=O)NCc2ccc3c(c2)OCO3)nnn1CC(=O)Nc1ccc(Br)cc1	-7%	2.8%	0.1%	-21%	-0.2%	-5%	-27%	i	0.4	-49%
CN(C(=O)Nc1ccc(Cl)c(Cl)c1)c1ccccc1C(=O)O	10%	2.0%	0.9%	11%	-0.1%	-7%	-20%	i	0.4	-16%
CC(=O)Nc1ccc(NC=C(C#N)C#N)cc1	6%	-1.0%	-2.1%	2%	-0.3%	15%	-2%	i	0.9	12%
O=c1[nH]nc(SCc2ccccc2Cl)n1-c1ccc2c(c1)OCCO2	2%	3.3%	-1.4%	7%	-0.2%	18%	-4%	i	0.5	1%
CC(C)(C)OC(=O)NCCC(=O)N/N=C/c1ccc2nccnc2c1	9%	-2.6%	0.7%	8%	-0.2%	5%	-4%	i	0.4	4%
Nc1nc(Nc2ccccc2F)nc(N2CCOCC2)c1[N+](=O)[O-]	-1%	-2.6%	1.9%	4%	-0.3%	18%	4%	i	1.0	19%
CCCCNC(=O)COC(=O)c1ccc(Cl)c(S(=O)(=O)N2CCCC2)c1	-20%	-7.5%	-0.5%	-13%	-0.2%	62%	11%	i	1.0	-15%
Cc1ccc2c(Cl)c(C)c(N3CCCC3)nc2n1	2%	4.3%	1.3%	2%	-0.3%	12%	4%	i	1.1	11%
CC(=O)Nc1ccc(/C(C)=N/NC(=O)C2CC2c2ccccc2)cc1 (centres undefined)	1%	-1.1%	0.1%	3%	-0.1%	8%	-21%	i	0.8	8%

By substructure: the compounds so far containing an aryl thioether with sulfur outside any ring.
SMILES	GPR35 antagonists	KOR beta-arrestin-1	HIV peptide binding	GPR55 LPI antagonism	GPR55 beta-arrestin	KOR beta-arrestin-2	NOD1 inhibition	Myeloid diff 2	Myeloid diff 2 GFP+ MAC1+ %	NOD2 inhibition
O=C(CSc1ncn[nH]1)N1CCN(c2nnc(-c3ccccc3)c3ccccc23)CC1	-4%	-1.8%	-0.5%	20%	0.1%	-22%	-17%	i	1.9	15%
Cc1ccc(Cl)cc1-n1c(SCC(=O)NCCC2=CCCCC2)nc2n[nH]c(C)c2c1=N	-8%	5.3%	0.2%	-3%	0.2%	-28%	2%	?	.	3%
CCn1c(C)nnc1SCC(=O)NC1CCCC1	-8%	-3.3%	0.9%	0%	0.3%	-7%	-38%	i	0.4	-11%
Cc1cc(C(F)(F)F)nc(SCCN2CCOCC2)c1C#N	-1%	.	6.9%	7%	-0.1%	-5%[20 µM]	-15%	i	0.5	6%
Cc1cc(NC(=O)CSc2nc(Cc3ccccc3)c(C)[nH]2)no1	16%	-4.0%	-1.7%	4%	-0.2%	-16%	-16%	i	0.4	16%
Nc1nc(SCC(=O)Nc2cccc(S(=O)(=O)N3CCCCCC3)c2)n[nH]1	7%	-2.2%	-1.1%	5%	-0.1%	5%	-17%	.	.	-19%
O=c1[nH]nc(SCc2ccccc2Cl)n1-c1ccc2c(c1)OCCO2	2%	3.3%	-1.4%	7%	-0.2%	18%	-4%	i	0.5	1%

Some of the compounds tested. The share of hits here may be higher or lower than overall.
